Bioassay records deposited in PubChem by National Center for Advancing Translational Sciences (NCATS).
Pin1 inhibitor – qHTS Assay to Find Inhibitors of Pin1 | Pin1 FP peptide displacement, HiFluor488, 10 min | Peptidyl-prolyl cis-trans isomerase NIMA-interacting 1 (Homo sapiens), Q13526 | Potency, µM (highest dose often 115 µM), without a hit: top-dose activity, negative = inhibition, actives largely listed as inhibitors | 390,000 tested, 0.009% active; active means well fitted inhibition curve with a large enough effect in the polarisation, with a control signal flat, not every such curve was filed as active; inconclusive means small, poorly fitted or top-dose-only effect, or effect the other way, or a change in a side signal; inactive means no such curve, though single readings can be large or run the other way; the % refers to the polarisation; further: potency means the concentration at half of the fitted maximal effect; on the % scale 0 is the no-effect control and ±100 the full control effect
Target sequence (Q13526 whole entry, looked up): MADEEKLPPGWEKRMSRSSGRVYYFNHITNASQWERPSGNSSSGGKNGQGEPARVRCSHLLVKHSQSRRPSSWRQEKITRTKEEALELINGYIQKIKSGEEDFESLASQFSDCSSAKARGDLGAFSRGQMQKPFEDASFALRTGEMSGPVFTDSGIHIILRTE
IDH1 R132H inh – qHTS for Inhibitors of mutant isocitrate dehydrogenase 1 (IDH1): qHTS; Isocitrate dehydrogenase [NADP] cytoplasmic (Homo sapiens), O75874; IDH1-R132H enzyme, NADPH consumption, diaphorase/resazurin fluorescence; Potency, µM (titrated, usually from 76.6 µM), for the others: at the top dose activity change, negative = inhibition, actives largely listed as inhibitors; 390,000 tested, 0.093% active; AID 602179, 2012; further: potency means the concentration at half of the fitted maximal effect; on the % scale 0 is the no-effect control and ±100 the full control effect; nearly all actives have a fitted effect of over 65% in size
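IDH1-R132H (0.5 ug/mL dispensed) in pH 7.5 Tris buffer was preincubated 30 min with compound, then given a substrate mix of 0.016 mM NADPH and 2 mM alpha-KG for 80 min at room temperature; remaining NADPH was read by diaphorase/resazurin fluorescence.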
USP1-UAF1 inh – Inhibitors of USP1/UAF1: Primary Screen; recombinant USP1/UAF1, Ub-Rhodamine cleavage fluorescence; Potency, µM (doses to about 57.1 µM), for inactives: at the top dose activity change, negative = inhibition, usual class: inhibitors; 390,000 tested, 0.23% active; AID 743255, 2014; further: potency means the concentration at half of the fitted maximal effect; on the % scale 0 is the no-effect control and ±100 the full control effect; nearly all actives have a fitted effect of over 60% in size; inactives centre near -12
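In this screen, compounds sit with the deubiquitinase complex (1nM) for 15 min at room temperature before Ub-Rho is added at 150nM final. Fluorescence rise is then followed for 6 reads every 60 seconds.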
TrxR1 substrate – qHTS Assay for Substrates of Mammalian Selenoprotein Thioredoxin Reductase 1 (TrxR1): qHTS | Thioredoxin reductase 1, cytoplasmic (Rattus norvegicus), O89049 | purified TrxR1 substrate turnover, NADPH consumption readout | Potency, µM (series often up to 114 µM), for the others: at the top dose activity change, negative = substrate turnover | 390,000 tested, 0.01% active; further: potency means the concentration at half of the fitted maximal effect; on the % scale 0 is the no-effect control and ±100 the full control effect; nearly all actives have a fitted effect of over 50% in size
Target sequence (O89049 whole entry, looked up): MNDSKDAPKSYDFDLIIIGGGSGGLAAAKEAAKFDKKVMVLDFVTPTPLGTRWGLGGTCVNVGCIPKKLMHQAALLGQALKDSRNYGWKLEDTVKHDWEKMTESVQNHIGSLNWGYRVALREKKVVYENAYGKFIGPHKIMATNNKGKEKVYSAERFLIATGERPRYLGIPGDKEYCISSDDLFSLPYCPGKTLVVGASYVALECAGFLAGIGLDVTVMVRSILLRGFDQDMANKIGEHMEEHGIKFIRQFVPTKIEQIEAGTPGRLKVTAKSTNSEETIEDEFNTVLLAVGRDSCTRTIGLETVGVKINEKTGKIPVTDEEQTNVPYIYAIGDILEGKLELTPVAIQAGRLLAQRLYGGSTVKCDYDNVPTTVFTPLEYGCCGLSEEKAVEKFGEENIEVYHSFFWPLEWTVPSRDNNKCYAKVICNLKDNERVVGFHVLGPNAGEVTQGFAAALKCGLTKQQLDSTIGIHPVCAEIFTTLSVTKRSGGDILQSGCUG
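Rat TrxR1, dispensed at 90 nM, was prereduced with 400 uM NADPH (final) for 5 min at ~22 deg C, then incubated with compound 15 min before 400 uM selenite. A first-read NADPH fluorescence drop versus no-compound background flagged substrates.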
TRHR ag – qHTS for Small Molecule Agonists and Allosteric Enhancers of Human TRH Receptor: Primary Screen for Agonists | Thyrotropin-releasing hormone receptor (Homo sapiens), P34981 | TRHR cells, calcium flux fluo-8, FDSS agonist mode | activation, % at 2 µM | 360,000 tested, 0.18% active | AID 493084, 2011; in the data active means activation above about 30%; further: 0% is about no effect
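Agonist-mode FDSS calcium read (Ex 480/Em 530, 1 s cycles) in 1536-well TRHR cells with fluo-8 dye, after 10-cycle baseline and 23 nL compound addition; TRH at EC20 (10 nM final) added afterwards for the enhancer phase.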
D2 ag – HTS Assay for Allosteric Agonists of the Human D2 Dopamine Receptor: Primary Screen for Agonists; AID 485358, 2010; activation, % at 2 µM; HEK293 T-REx D2 cells, calcium flux agonist mode; D(2) dopamine receptor (Homo sapiens), P14416; 340,000 tested, 0.53% active;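 active means activation over 3 SD above normal in the single-dose calcium agonist read, cut at about 30% in these data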; further: 0% is about no effect
Target sequence (P14416 whole entry, looked up): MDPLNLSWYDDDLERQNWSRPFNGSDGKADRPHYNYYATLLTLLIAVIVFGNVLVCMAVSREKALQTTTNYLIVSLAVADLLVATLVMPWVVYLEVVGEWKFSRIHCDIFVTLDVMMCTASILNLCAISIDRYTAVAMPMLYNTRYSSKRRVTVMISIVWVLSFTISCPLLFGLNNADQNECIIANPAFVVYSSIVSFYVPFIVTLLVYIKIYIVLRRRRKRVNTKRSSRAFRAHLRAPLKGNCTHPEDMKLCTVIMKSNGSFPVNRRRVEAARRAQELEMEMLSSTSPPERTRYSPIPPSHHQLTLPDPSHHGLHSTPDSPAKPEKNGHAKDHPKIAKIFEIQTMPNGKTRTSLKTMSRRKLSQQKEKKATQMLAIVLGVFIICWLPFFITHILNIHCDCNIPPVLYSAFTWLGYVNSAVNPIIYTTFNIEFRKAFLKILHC
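Agonism scored from kinetic calcium signal (1 read/sec, 180 s) following compound pin transfer, after a 10 s baseline. Cells: HEK293 Trex line expressing inducible D2 receptor coupled to calcium, dye-loaded after overnight culture at 30 C.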
TRHR enhancer – qHTS for Small Molecule Agonists and Allosteric Enhancers of Human TRH Receptor: Primary Screen for Enhancers. TRHR cells, fluo-8 calcium fluorescence, EC20 TRH enhancement. enhancement, % at 2 µM. 360,000 tested, 0.66% active; in the data active means enhancement above about 30%; further: 0% is about no effect
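TRHR-expressing cells loaded with fluo-8 calcium dye were read kinetically (ex 480/em 530) during compound addition, then stimulated with an EC20 of TRH (10 nM final). Enhancement of the Gq-mediated intracellular calcium response was scored.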
D2 antagonist – HTS Assay for Allosteric Antagonists of the Human D2 Dopamine Receptor: Primary Screen for Antagonists; D(2) dopamine receptor (Homo sapiens), P14416; HEK293 TREx D2 cells, calcium flux, dopamine EC80; inhibition, % at 10 µM; 340,000 tested, 2% active; in the data active means inhibition above about 30%; further: 0% is about no effect
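Inhibition of EC80 dopamine-driven calcium flux, recorded kinetically, defines activity here; cells are a tetracycline-induced HEK293 T-REx line expressing force-coupled D2.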
TrxR1 inh – qHTS Assay for Inhibitors of Mammalian Selenoprotein Thioredoxin Reductase 1 (TrxR1): qHTS; Thioredoxin reductase 1, cytoplasmic (Rattus norvegicus), O89049; recombinant rTrxR1, NADPH fluorescence consumption, selenite substrate; Potency, µM (top dose mostly 114 µM), inactives show at the highest dose activity change, negative = inhibition, hits mostly inhibitors; 390,000 tested, 1% active; AID 588453, 2011; further: potency means the concentration at half of the fitted maximal effect; on the % scale 0 is the no-effect control and ±100 the full control effect; nearly all actives have a fitted effect of over 65% in size
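Rat TrxR1 (90 nM in the dispensed reagent) was pre-reduced with 400 uM NADPH for 5 min at room temperature, then incubated with compound for 15 min. After 400 uM selenite was added, NADPH fluorescence (Ex 340/Em 450 nm) was followed for 8 min.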
The depositor's hits bear a star; ? = inconclusive; . = no result given; & = joins results of further samples; [ ] = remark or other dose. Unless noted, the call rests on the fitted dose curve; in most records, active means well fitted inhibition curve with a large enough effect; inconclusive means small, poorly fitted or top-dose-only effect; inactive means no such curve, though single readings can be large or run the other way. Not all compounds are listed, so the mix of outcomes need not match the whole.

Order of results – Pin1 inhibitor | IDH1 R132H inh | USP1-UAF1 inh | TrxR1 substrate | TRHR ag | D2 ag | TRHR enhancer | D2 antagonist | TrxR1 inh
COc1cc([N+](=O)[O-])ccc1NC(=O)CN1CCCC1
 : 1% | 1% | -11% | 5%[57.1 µM] | 0.5 | 0.0 | 6 | 3 | 2%[57.1 µM]
CCN(CC(=O)NCc1ccc(Cl)cc1)C(=O)c1ccc(C#N)cc1
 : 3% | -9% | -20% | -2% | -0.4 | 0.5 | -5 | 5 | 5%
Cc1c(Br)c([N+](=O)[O-])nn1CC(=O)N1CCc2ccccc2C1
 : -1% | 2% | -19% | 1% | 0.0 | -0.8 | -1 | -5 | 4%
Cc1ccc(OCC(=O)N(Cc2cccc(Cl)c2)C2CCS(=O)(=O)C2)cc1C (stereo not given)
 : 1% | 3% | -18% | -11% | 0.3 | 0.8 | 2 | 26 | 3%
Cc1cc(C(=O)COc2cc(F)ccc2[N+](=O)[O-])c(C)n1CC1CCCO1 (stereo not given)
 : 1% | -8% | 1% | -10% | . | . | . | . | -11%
Cc1cccc(OCC(=O)N(Cc2ccccc2)c2ccccn2)c1
 : 3% | 1% | -14% | -4% | -0.6 | 6.5 | -2 | . | 13%
O=C(c1cc2ccccc2oc1=O)N1CCN(S(=O)(=O)c2ccccc2)CC1
 : -2% | 0% | -9% | -2% | 0.1 | 0.4 | -10 | -2 | 2%
CC1(c2ccccc2)CC(C)(C)N(C(=O)c2ccccc2Cl)c2ccccc21 (stereo not given)
 : 9% | -19% | -3% | -1% | 0.5 | 0.2 | -3 | . | 16%
CCOP(=O)(OCC)C(C)(C)NC(=O)c1cc([N+](=O)[O-])cc([N+](=O)[O-])c1
 : -1% | 6% | -24% | 0% | 0.6 | 0.8 | 0 | 2 | 15%
CCc1cc(-c2n[nH]c(C)c2-c2nc(C)cs2)c(O)cc1OC
 : 1% | 37%[activator] | ? | -1%[57.1 µM] | 1.2 | 0.4 | 45* | -10 | 20%

2 records drawn at random from the list so far, as already listed:
Order of results – Pin1 inhibitor | IDH1 R132H inh | USP1-UAF1 inh | TrxR1 substrate | TRHR ag | D2 ag | TRHR enhancer | D2 antagonist | TrxR1 inh
O=C(c1cc2ccccc2oc1=O)N1CCN(S(=O)(=O)c2ccccc2)CC1
 : -2% | 0% | -9% | -2% | 0.1 | 0.4 | -10 | -2 | 2%
CCOP(=O)(OCC)C(C)(C)NC(=O)c1cc([N+](=O)[O-])cc([N+](=O)[O-])c1
 : -1% | 6% | -24% | 0% | 0.6 | 0.8 | 0 | 2 | 15%

Other compounds follow:
Order of results – Pin1 inhibitor | IDH1 R132H inh | USP1-UAF1 inh | TrxR1 substrate | TRHR ag | D2 ag | TRHR enhancer | D2 antagonist | TrxR1 inh
Cc1nn(Cc2nnc(SCC(=O)Nc3ccc(Cl)cc3)n2C)c(C)c1[N+](=O)[O-]
 : -8% | 18% | -4% | 4%[57.1 µM] | -1.7 | -1.1 | 13 | 1 | -4%[57.1 µM]
O=C(NCCc1c[nH]c2ccccc12)C(=O)NCC(c1cccnc1)N1CCN(c2ccccc2)CC1 (stereo not given)
 : 2% | 3% | -14% | 5%[57.1 µM] | 0.0 | 10 | -6 | -8 | 19%[57.1 µM]
CC(O)CNc1ncnc2cc(-c3ccc(F)cc3)sc12 (stereo not given)
 : -4% | 3% | -16% | 13% | -0.2 | 0.3 | -2 | 7 | 5%
Cc1[nH]c2ccccc2c1/C=N/NC(=O)C1CC1(c1ccccc1)c1ccccc1 (stereo not given)
 : 74%[activator] | 2% | -1% | -3% | 0.5 | 3.0 | -1 | 6 | 4%
C#CCONC(=O)c1cc(OCC(F)(F)F)ccc1OCC(F)(F)F
 : -2% | 0% | -23% | 9% | -0.2 | 0.1 | -5 | 4 | 22%
O=C(NC1CCCCC1)c1ccc(-c2ccccc2[N+](=O)[O-])o1
 : -12% | 5% | ? | -4% | -2.4 | -1.1 | -2 | 59* | 3%
CC1CCCN(CCCNC(=O)c2ccc3c(c2)N(Cc2ccccc2F)C(=O)c2ccccc2S3(=O)=O)C1 (stereo not given)
 : -1%&-8% | 6%&9% | -20%&-23% | -2%&9% | 2.3&2.2 | 1.2&0.6 | -12&-3 | -11 | 15%&36%
O=C(NCc1ccc2c(c1)OCO2)C1CC(=O)N(C2CCCC2)C1 (stereo not given)
 : -1% | 3% | 3% | 5%[57.1 µM] | -0.6 | -0.4 | -10 | -30 | 4%[57.1 µM]
COc1cc(C(=O)NC(=S)N(CCC#N)Cc2cccnc2)cc(OC)c1OC
 : 0% | 7% | -19% | -6%[11.4 µM] | . | . | . | . | -20%
O=C(Cn1cnc2ccccc21)Nc1ccc(C(=O)O)cc1
 : -1% | 6% | -3% | 11%[57.1 µM] | 0.4 | -0.9 | -3 | -8 | 13%
Cc1cccc(NC(=O)NC2(C)CCS(=O)(=O)C2)c1 (stereo not given)
 : 1% | 3% | -7% | 1% | -1.1 | -1.9 | 25 | -10 | -6%
O=C(CNC(=O)c1cc(Cl)cc([N+](=O)[O-])c1)OCC(=O)N1CCCCC1
 : -4% | 2% | -20% | -4% | 0.1 | 1.8 | 1 | 9 | -8%
COc1ccccc1NC(=O)CSc1nnc(N)s1
 : -2% | -1% | -31% | -2%[57.1 µM] | -0.2 | -0.4 | 24 | . | 13µM*
CCC(=O)Nc1ccccc1-c1nc2ccccc2n(C(CC)C(=O)Nc2cccc(Cl)c2)c1=O (stereo not given)
 : -8% | -7% | 9% | 4% | -0.5 | -0.6 | 10 | . | 3%
O=C(NCCCN1CCOCC1)C(=O)N/N=C/c1ccc2c(c1)OCO2
 : 2% | -4% | ? | -10% | -0.7 | 0.0 | -16 | -6 | 8%[57.1 µM]
O=C(NCCCc1nc2ccccc2[nH]1)c1cccs1
 : -6% | -5% | -23% | 2% | 0.1 | 0.4 | -2 | 11 | 18%
O=C(NCc1csc(-c2cccs2)n1)Nc1ccc(F)cc1F
 : 3% | -3% | -6% | 27% | -0.3 | 0.3 | -2 | -7 | -9%
CCOC(=O)c1ccc2nc(C(F)(F)F)[nH]c(=O)c2c1
 : 2% | 4% | -7% | 60%[activator][57.1 µM] | -0.2 | -1.3 | 1 | 10 | 3%[57.1 µM]
CN(C)c1ccc(C(CNS(=O)(=O)c2ccc(F)cc2)N2CCc3ccccc32)cc1 (stereo not given)
 : 1% | -9% | 66%[activator] | 3%[57.1 µM] | -0.7 | . | -8 | . | 1%[57.1 µM]
CCOC(=O)c1noc2ncn(CC(=O)Nc3cccc(C(F)(F)F)c3)c(=O)c12
 : -15% | -15% | -9% | -2%[57.1 µM] | 0.7 | 1.3 | -1 | . | 19%[57.1 µM]
COCC(=O)N1CCC(Oc2ccc(C(=O)NCc3cc(C(C)C)no3)cc2)CC1
 : ? | 6% | -12% | 9% | -0.2 | 0.8 | -5 | -14 | 3%
COc1ccc(CCC(=O)c2ccc(OC)cc2)cc1
 : -9% | 4% | -22% | 1% | . | . | . | . | 35%
COc1ccc(N2CCN(C(=O)COC(=O)Cc3ccc(F)cc3)CC2)cc1
 : -2% | 2% | -3% | 2% | -0.5 | 0.2 | 2 | -5 | 10%
O=c1[nH]cc(S(=O)(=O)N2CCN(c3cccc(C(F)(F)F)c3)CC2)c(=O)[nH]1
 : -9% | -6% | -17% | -1%[57.1 µM] | 0.4 | -0.2 | 2 | -5 | 3%[57.1 µM]
O=C(CNS(=O)(=O)c1ccccc1F)OCC(=O)c1c[nH]c2ccccc12
 : -3% | -7% | -19% | -1% | 0.1 | 1.0 | 0 | -11 | 9%
CC(C)c1ccc(NC(=O)COC(=O)C2=COCCO2)cc1
 : -3% | 7% | -11% | 2% | 0.0 | -0.7 | 3 | 9 | 8%
Cc1c(CCC(=O)NCCCC(=O)O)c(=O)oc2cc3oc4c(c3cc12)CCCC4
 : -5% | -1% | -25% | 8% | 0.4 | 0.3 | 1 | -17 | 6%
Cc1cc(SCC(=O)c2ccc(O)c(O)c2)nc2ccccc12
 : ? | -1% | -10% | -7% | -2.3 | 0.9 | -2 | -3 | ?
Nc1n[nH]c(-c2ccc(Br)cc2)c1Cl
 : 0% | 1% | -15% | 0% | . | . | . | . | 0%
C=CCOc1cccc(C(=O)NC(c2ccccc2)C(C)C)c1 (stereo not given)
 : 1% | 0% | -19% | 3% | 0.4 | -0.8 | -5 | -17 | 13%
COc1ccccc1CNC(=O)c1cc(C(C)=O)c[nH]1
 : 1% | -8% | -8% | -2% | 0.4 | 0.5 | -5 | -10 | 9%
O=C(c1cccnc1)N1C2C=CC(C2)C1(C(F)(F)F)C(F)(F)F (stereo not given)
 : -1% | 3% | -15% | -6% | 0.6 | -0.6 | -2 | 3 | 11%[57.1 µM]
COc1ccc([C@@H]2CC=C(C(=O)O)[C@H](c3ccccc3F)N2S(=O)(=O)c2ccc(C)cc2)cc1OC
 : -8% | -6% | -14% | 7%[57.1 µM] | 0.2 | -0.4 | 0 | 2 | 3%[57.1 µM]
